Screens from PubChem.
PfM18AAP inh – PfM18AAP inhibitors, malaria aminopeptidase, primary screen, biochemical, QFRET, recombinant enzyme | H-Glu-NHMec fluorogenic cleavage | inhibition, % at 7.35 µM | actives 1.2% (n = 290,000) | AID 1822, 2009;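 active = inhibition above the campaign mean inhibition over all tested compounds plus 3 SD, cut at about 28% in these data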;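 note: 0% = plate median of test compound wells and 100% = 2 mM ZnCl2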
MEKK3 PB1 HTS – modulators of MEKK3-MEK5 PB1 binding, primary screen, biochemical, wildtype MEKK3, multiplex bead flow cytometry, Alexa488-MEK5; bead-based flow cytometry, Alexa488-MEK5 binding to MEKK3; actives lie on both sides; 0 = blocked by unlabeled MEK5, 100 = vehicle; actives 1.4% (n = 290,000); binding response (% of control), % at 10 µM; AID 1529, 2009; Mitogen-activated protein kinase kinase kinase 3 (Homo sapiens), Q99759;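 active = binding response more than 3 SD above or below the average of its plate-row segment, actives on both sides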;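 note: Alexa488 bead fluorescence after subtracting the streptavidin-only scavenger bead signal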
Target sequence (Q99759 whole entry, looked up): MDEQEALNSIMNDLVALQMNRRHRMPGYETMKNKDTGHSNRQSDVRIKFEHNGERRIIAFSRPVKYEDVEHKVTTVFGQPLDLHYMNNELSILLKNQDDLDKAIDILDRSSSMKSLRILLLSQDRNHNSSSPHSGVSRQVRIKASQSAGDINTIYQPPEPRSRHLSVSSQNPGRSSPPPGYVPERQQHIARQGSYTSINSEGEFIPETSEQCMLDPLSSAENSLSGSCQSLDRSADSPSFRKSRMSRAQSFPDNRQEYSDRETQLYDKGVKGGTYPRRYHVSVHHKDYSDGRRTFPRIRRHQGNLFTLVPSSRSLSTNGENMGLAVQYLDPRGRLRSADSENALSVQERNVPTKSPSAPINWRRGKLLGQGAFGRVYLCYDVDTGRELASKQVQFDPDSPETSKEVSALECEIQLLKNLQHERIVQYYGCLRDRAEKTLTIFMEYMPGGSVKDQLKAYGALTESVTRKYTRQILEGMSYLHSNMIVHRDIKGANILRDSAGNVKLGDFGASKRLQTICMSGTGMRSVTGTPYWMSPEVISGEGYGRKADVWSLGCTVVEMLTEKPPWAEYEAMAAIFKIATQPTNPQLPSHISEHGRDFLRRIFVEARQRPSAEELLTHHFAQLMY
MEKK2wt PB1 HTS – modulators of MEK5 binding to wildtype MEKK2, primary screen, biochemical, multiplex bead flow cytometry, Alexa488-MEK5. actives 1.1% (n = 290,000). binding response (% of control), % at 10 µM. Alexa488-MEK5 binding to MEKK2 WT; actives lie on both sides. Mitogen-activated protein kinase kinase kinase 2 (Homo sapiens), Q9Y2U5; in the data active = binding response below about 67% or above about 130%
NALP1 yeast inh – NALP1 inflammasome inhibitors in reconstituted yeast, colorimetric, S. cerevisiae, triplicate retest; inhibition, % at 10 µM; S. cerevisiae NALP1/ASC/caspase-1 growth, X-gal OD620, 72 h; actives 0.61% (n = 280,000); in the data active = inhibition mostly above about 24%, no sharp cut-off; inactive = mostly below about 32%; note: some compounds called inactive have numbers as strong as hits
IDE inh – human IDE inhibitors in live cells, primary screen, fluorescence polarization, HEK cells, FAbetaB substrate; FAbetaB cleavage; actives 0.41% (n = 320,000); Insulin-degrading enzyme (Homo sapiens), P14735; AID 434962, 2010; inhibition, % at 5.59 µM;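 active = percent inhibition above the average of all tested compounds plus 3 SD, set per screening campaign, cut at about 16% in these data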;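 note: IDE supplied by intact live HEK cells; FP after avidin binding of uncleaved biotin substrate so inhibition keeps polarization high; 0% = DMSO wells and 100% = 60 µM reference IDE inhibitor Ii1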
IDE act – human IDE activators in live cells, primary screen, fluorescence polarization, HEK cells, FAbeta-B substrate; Insulin-degrading enzyme (Homo sapiens), P14735; FAbeta-B cleavage; 0% vehicle, 100% cell-free pure enzyme wells; activation, % at 5.96 µM; actives 0.073% (n = 340,000);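 active = activation above the mean of all tested compounds plus 3 SD, set per screening campaign, cut at about 17% in these data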
pCIP destab – p/CIP-EGFP fusion destabilizers, primary screen, fluorescence, F442A cells; Q05BA5; 16 h; decrease of EGFP signal, % at 10 µM; actives 0.01% (n = 290,000);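 active = EGFP signal decrease of at least 30% at 10 µM or well 3 SD below plate mean, unless failing retest; inactive = the rest, including hits failing retest or dose response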; note: some compounds called inactive have numbers as strong as hits; many of its hits are not listed in these tables
MEKK2mut PB1 HTS – MEK5 binding signal on mutant MEKK2 PB1, primary screen, biochemical, multiplex bead flow cytometry, Alexa488-MEK5; Alexa488-MEK5 binding to MEKK2 mutant; percent response, % at 10 µM; actives 0.35% (n = 290,000); in the data active = percent response above about 24%, passing the limit was not always enough; note: inactives centre near 1; some results filed as inactive read as strong as hits; reference of the scale not given here
UBC9 SUMO inh – inhibitors of in vitro SUMOylation cascade, primary screen, biochemical, HTRF, uHTS; SUMO-conjugating enzyme UBC9 (Homo sapiens), P63279; HTRF SUMOylation assay, SAE1/SAE2 + UBC9; inhibition, % at 35 µM; actives 0.36% (n = 290,000); AID 2006, 2009; in the data active = inhibition above about 50%, passing the limit was not always enough; note: strong numbers were not always called active
Target sequence (P63279 whole entry, looked up): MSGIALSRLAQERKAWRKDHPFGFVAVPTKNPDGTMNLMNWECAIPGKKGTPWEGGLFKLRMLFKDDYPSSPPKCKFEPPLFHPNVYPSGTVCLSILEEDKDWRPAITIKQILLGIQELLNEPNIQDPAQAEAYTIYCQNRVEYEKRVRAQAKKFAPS
An asterisk follows results filed as active; / = no result given; [ ] = another dose, or the depositor's remark. These rows are one share of the data, so the mix of outcomes need not match the whole.

SMILES	PfM18AAP inh	MEKK3 PB1 HTS	MEKK2wt PB1 HTS	NALP1 yeast inh	IDE inh	IDE act	pCIP destab	MEKK2mut PB1 HTS	UBC9 SUMO inh
CCOc1cc(C2C(C(=O)OC(C)C)=C(C)NC3=C2C(=O)CCC3)cc([N+](=O)[O-])c1O (stereo not given)	3	94	96	-13	-1	-1	-16	-1	11
N#CCCn1cc(/C=N/O)c(-c2ccccc2)n1	-4	79	85	3	1	9	-7	-18	10
Cc1c(C(=O)O)oc2ccc(S(=O)(=O)NCc3ccc(F)cc3)cc12	3	100	101	7	0	5	-6	4	17
O=C1CC(N2CCN(c3ccccc3F)CC2)C(=O)N1c1ccc(F)cc1 (stereo not given)	-1	112	111	/	3	2	/	10	/
COc1cccc2cc(C(=O)NCCC3=CCCCC3)c(=O)oc12	-1	108	105	18	0	3	13	1	8
CN(C)S(=O)(=O)c1ccc(C(=O)NCC2CC2(Cl)Cl)cc1 (stereo not given)	0	103	101	2	-2	-2	-6	-1	-4
S=c1[nH]nc(CCSCc2ccccc2)n1-c1ccccc1	16	106	98	8	0	-12	-9	1	-2
N#CCC(CNc1ncc(C(F)(F)F)cc1Cl)OC(=O)c1ccc(Cl)cc1 (stereo not given)	2	102	100	-1	1	5	8	2	-22
O=C(c1ccccc1)N1CCN(c2ccc([N+](=O)[O-])c(NCc3ccco3)c2)CC1	-5	108	102	1	-9	13	-21	-11	2
COc1ccc(CCNS(=O)(=O)c2cn(C)cn2)cc1OC	3	102	104	4	-2	4	8	2	9

Of the compounds above, 4 have sulfur:
SMILES	PfM18AAP inh	MEKK3 PB1 HTS	MEKK2wt PB1 HTS	NALP1 yeast inh	IDE inh	IDE act	pCIP destab	MEKK2mut PB1 HTS	UBC9 SUMO inh
Cc1c(C(=O)O)oc2ccc(S(=O)(=O)NCc3ccc(F)cc3)cc12	3	100	101	7	0	5	-6	4	17
CN(C)S(=O)(=O)c1ccc(C(=O)NCC2CC2(Cl)Cl)cc1 (stereo not given)	0	103	101	2	-2	-2	-6	-1	-4
S=c1[nH]nc(CCSCc2ccccc2)n1-c1ccccc1	16	106	98	8	0	-12	-9	1	-2
COc1ccc(CCNS(=O)(=O)c2cn(C)cn2)cc1OC	3	102	104	4	-2	4	8	2	9

The list goes on.
SMILES	PfM18AAP inh	MEKK3 PB1 HTS	MEKK2wt PB1 HTS	NALP1 yeast inh	IDE inh	IDE act	pCIP destab	MEKK2mut PB1 HTS	UBC9 SUMO inh
CC(C)N1C(=O)c2ccc(C(=O)O)cc2C1=O	4	104	102	12	7	-2	-3	4	15
COc1cccc(-c2nc(-c3ccc(NC(=O)Cc4ccccc4OC)cc3)no2)c1	-14	107	102	1	/	7	-1	11	0
CCc1cc2c(NC(C(=O)O)C(C)C)ncnc2s1 (stereo not given)	15	99	100	/	3	3	1	-3	-6
CC1C(=O)NN=C1C(=O)N/N=C/c1ccco1 (stereo not given)	6	102	95	-3	7	2	4	-3	-5
N/C(Cc1cccs1)=N\OC(=O)COc1ccc(Br)cc1Cl	-8	111	107	2	0	0	-14	10	9
CC(C)=C1SC(N2CCN(c3cccc(C)c3)CC2)=NC1=O	3	87	88	19	-2	-2	-7	-5	20
Cc1ccc(S(=O)(=O)c2nc(-c3ccc(F)cc3)oc2SCC(N)=O)cc1	-3	103	100	22	10	2	-6	1	-27
CCOCCCNC(=O)c1cc(Nc2ccc(OC)cc2OC)nc2ccccc12	-7	94	98	11	-6	4	-10	-1	16
COc1cccc2c1c(NC(=O)c1cc(C)on1)nn2C	-3	95	96	-4	2	6	-9	-12	15
CCCc1nc2c(C)ccc(C)c2c(N)c1CC	3	105	107	39	-3	3	-2	3	27
CCc1noc(N)c1C(=O)Nc1ccc(F)c(Cl)c1	-3	103	102	0	-7	10	-9	3	19
CCCNC(=O)CN(C1CCCCC1)S(C)(=O)=O	-7	99	101	/	5	-1	-2	0	-6
CCS(=O)(=O)n1nc(NCc2cccc(OC)c2)nc1NCc1cccc(OC)c1	3	100	102	18	0	2	-12	-2	22
CCOC(=O)/C=C1\CC(=O)Nc2cc(C)c(C)cc2N1	-3	101	106	5	-1	10	0	13	12
CC(C)(C)n1ncc2c(=O)n(CC(=O)NCc3ccc(F)cc3)cnc21	-2	100	93	10	1	2	1	-7	-5
COCCCNC(=O)C(=O)NCC(c1ccco1)N1CCN(c2ccc(OC)cc2)CC1 (stereo not given)	8	104	106	-11	0	-3	-1	4	5
COC(=O)CN1CCN(C(=O)c2ccco2)CC1	4	100	97	0	1	-1	-28	-8	-7
O=c1oc(-c2cccc(Cl)c2)nc2c1cnn2-c1ccccc1	16	110	107	13	0	6	2	5	22
Cc1cc(C)c(NC(=O)COC(=O)c2cccc3c2C(=O)c2ccccc2C3=O)c(C)c1	-4	104	98	30	0	4	-8	-1	-2
CN(C(=O)C1CCC(CNS(=O)(=O)c2cccc3cccnc23)CC1)C1CCCCC1 (stereo not given)	2	105	100	13	0	0	-8	3	11
Cc1nnc(SCc2ccccc2CSc2nnc(C)s2)s1	-4	130*	113	-4	-7	3	-1	0	6
CC(C)c1ccc(CNc2nnnn2C)cc1	0	103	109	-12	-3	0	-10	11	5
O=P(OC1CCCCC1)(OC1CCCCC1)C(Nc1ccccc1)c1cccnc1 (stereo not given)	-7	80	91	/	6	2	-2	-23	-4
C=CCn1c(C)cc(C(=O)CN2C(=O)c3ccccc3C2=O)c1C	5	98	101	6	0	5	-17	3	1
CC1CC(C)(C)NC(=S)N1CCC(=O)N1c2ccccc2CC1C (stereo not given)	-1	69	72	0	5	6	7	-14	2
CCN(CC)C(=O)c1sc(N2C(=O)Nc3ccccc3N2O)c(C(=O)OC)c1C	-1	96	84	-2	4	-1	-2	-13	21
CC(=O)c1ccccc1NC(=O)CCCNC(=O)c1ccc(Cl)cc1	2	106	103	18	-1	3	-10	-2	6
O=C(Nc1ccc(F)cc1)c1ccccc1NS(=O)(=O)N1CCCC1	6	98	101	-20	4	2	-8	0	19
CCN1CCN(C(=S)c2ccc(OC)cc2)CC1	45*	69	80	-28	1	1	-12	-9	-8
Cc1cc(-c2cccnc2)c(C#N)c(SCC#N)n1	2	99	98	-11	1	-5	-3	-3	28
CCN(c1ccccc1)S(=O)(=O)c1ccc(C(=O)NCCCn2ccnc2)cc1	-9	96	100	-8	5	-2	-10	-2	0
N#CC(C#N)=c1ccc2c(c1)NC1(CCCCC1)N=2	6	97	96	-7	0	1	-40	2	-51
O=C(COc1ccccc1)NS(=O)(=O)c1ccc(Cl)cc1	4	103	105	0	5	3	-20	14	-4
CCOC(=O)C(=O)N1CCN(c2ccccc2OC)CC1	-1	71*[inhibitor]	76	3	0	4	0	-16	7
O=C(N/N=C/c1cccc([N+](=O)[O-])c1)c1ccc2c(c1)OCCO2	5	100	102	25	-4	9	-10	-1	9
Cc1[nH][nH]c(=O)c1C(c1ccc(O)c([N+](=O)[O-])c1)c1c(C)[nH][nH]c1=O	31*	122	107	20	9	0	6	0	-8
CC(C)(C)Nc1nc(SCC(=O)Nc2ccccc2Cl)nc(N2CCOCC2)n1	3	107	107	2	3	9	-1	6	-8
CCCCN(C(=O)CNC(=O)c1ccco1)C(C(=O)NC1CCCC1)c1ccc(OC)cc1 (stereo not given)	-4	99	96	7	3	5	7	0	-10
OC1C[N+]2(CCCCC2)C1	6	99	100	13	-4	11	-16	-1	9
O=C(N/N=C/c1ccc(F)cc1)c1cc(-c2ccco2)nc2ccccc12	10	/	/	12	-5	3	11	/	/

2 compounds drawn at random from those above:
SMILES	PfM18AAP inh	MEKK3 PB1 HTS	MEKK2wt PB1 HTS	NALP1 yeast inh	IDE inh	IDE act	pCIP destab	MEKK2mut PB1 HTS	UBC9 SUMO inh
CN(C(=O)C1CCC(CNS(=O)(=O)c2cccc3cccnc23)CC1)C1CCCCC1 (stereo not given)	2	105	100	13	0	0	-8	3	11
CCOCCCNC(=O)c1cc(Nc2ccc(OC)cc2OC)nc2ccccc12	-7	94	98	11	-6	4	-10	-1	16

Returning to the listing, repeating the 5 entries before the break.
SMILES	PfM18AAP inh	MEKK3 PB1 HTS	MEKK2wt PB1 HTS	NALP1 yeast inh	IDE inh	IDE act	pCIP destab	MEKK2mut PB1 HTS	UBC9 SUMO inh
Cc1[nH][nH]c(=O)c1C(c1ccc(O)c([N+](=O)[O-])c1)c1c(C)[nH][nH]c1=O	31*	122	107	20	9	0	6	0	-8
CC(C)(C)Nc1nc(SCC(=O)Nc2ccccc2Cl)nc(N2CCOCC2)n1	3	107	107	2	3	9	-1	6	-8
CCCCN(C(=O)CNC(=O)c1ccco1)C(C(=O)NC1CCCC1)c1ccc(OC)cc1 (stereo not given)	-4	99	96	7	3	5	7	0	-10
OC1C[N+]2(CCCCC2)C1	6	99	100	13	-4	11	-16	-1	9
O=C(N/N=C/c1ccc(F)cc1)c1cc(-c2ccco2)nc2ccccc12	10	/	/	12	-5	3	11	/	/
CN(C)S(=O)(=O)c1ccc(NCC2COc3ccccc3O2)c([N+](=O)[O-])c1 (stereo not given)	4	108	107	10	8	1	-3	3	12
COc1ccccc1/C=C/C(=O)OCC(=O)NNC(=O)c1ccccc1	6	95	99	12	2	1	11	2	3
Cn1c(-c2ccccc2)cc2ccccc21	-14	106	104	11	-3	-3	-7	7	18
O=C(NCc1ccco1)C(=O)NCC1OCCN1S(=O)(=O)c1ccccc1 (stereo not given)	-3	112	105	22	-1	0	-2	13	20
COc1ccc(C(=O)NCCC2=CCCCC2)cc1OC	-3	113	111	-13	8	2	4	12	-5
O=C(c1ccc2c(c1)N(Cc1ccccc1)C(=O)CS2)N1CCOCC1	-10	106	106	15	4	3	-4	5	-9
CCN1CCN(c2cc(C)c3cc(NC(=O)c4cc(OC)cc(OC)c4)ccc3n2)CC1	-4	111	139*	/	5	2	-14	7	1
Cn1nnnc1SCc1c(F)cccc1F	-4	104	107	4	9	1	-11	10	18
Cc1nc(Oc2ccc(Cl)cc2)c2oc3ccccc3c2n1	10	94	97	2	-3	1	-1	-6	-13
CCN1C(=O)c2cccc3c(S(=O)(=O)N4CCCC4C(=O)O)ccc1c23 (stereo not given)	7	95	97	5	2	0	-3	1	33
COc1ccccc1-n1c(SCC(N)=O)nnc1-c1ccccc1	-9	111	116	29	4	1	-2	7	-1
